hcGAS inh – blocks human cGAS activity | recombinant h-cGAS, ATP depletion, Kinase-Glo luminescence | inhibition, % at 12.5 µM | 290,000 tested, 0.081% active;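 note: 0% = vehicle reaction and 100% = reaction without DNA for no activity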
Target sequence (Q8N884 whole entry, looked up): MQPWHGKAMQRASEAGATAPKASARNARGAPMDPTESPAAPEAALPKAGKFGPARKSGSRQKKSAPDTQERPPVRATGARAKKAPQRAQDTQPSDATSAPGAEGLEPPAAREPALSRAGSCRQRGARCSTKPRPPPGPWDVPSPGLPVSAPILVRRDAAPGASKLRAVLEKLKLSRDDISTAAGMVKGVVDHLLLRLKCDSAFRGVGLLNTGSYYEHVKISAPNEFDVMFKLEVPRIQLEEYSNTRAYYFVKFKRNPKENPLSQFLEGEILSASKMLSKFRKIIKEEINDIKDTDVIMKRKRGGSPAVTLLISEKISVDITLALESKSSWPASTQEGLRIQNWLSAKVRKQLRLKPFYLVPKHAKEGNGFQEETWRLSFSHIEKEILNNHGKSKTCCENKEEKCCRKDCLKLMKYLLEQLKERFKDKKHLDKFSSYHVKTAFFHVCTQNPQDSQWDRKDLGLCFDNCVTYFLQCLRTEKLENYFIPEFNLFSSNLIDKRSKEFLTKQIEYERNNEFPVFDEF
NPYLR7 ag – activates Aedes aegypti NPYLR7 receptor; HEK293T NPYLR7/Galpha15, GCaMP6s calcium fluorescence; activation, % at 10 µM; 270,000 tested, 0.15% active; AID 1259423; in the data active = activation above about 40%;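 note: 0% = vehicle and 100% = reference agonist at the receptor; some compounds past the cut are filed as inactive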
mcGAS inh – blocks mouse cGAS activity; 160,000 tested, 0.15% active; Q8C6L5; recombinant cGAS, Kinase-Glo ATP depletion luminescence; inhibition, % at 12.5 µM;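 note: 0% = negative control wells and 100% = reference inhibitor with no enzyme activity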
* hit, by the source's call; nt = no result given; & = joins results of further samples. Cut-off read from the data, not from the text of the source, unless noted: active = inhibition above about 40%; inactive = the rest.

SMILES	hcGAS inh	NPYLR7 ag	mcGAS inh
CCCCn1c(CN(C)Cc2ccc3nsnc3c2)cnc1S(=O)(=O)CC	-7	-2	nt
O=C(c1ccccc1Cl)N1CCc2nc(-c3ccccc3)nc(N3CCCC3)c2C1	-3	19	-6
CCc1nc2ccc(C(=O)Nc3ccc(NC(C)=O)cc3)cn2c1N(C)Cc1ccc(N(C)C)cc1	-3	2	-3
Cc1ccc(CN(CCc2ccccc2)C(=O)CN(CCN2CCCCC2)C(=O)C2CCCC2)o1	-12	nt	-9
CN=c1scc(-c2ccc3c(c2)-c2ccccc2C3)n1C	-1	0	-14
COc1ccccc1NC(=O)N1CCN(C(=O)c2cc3ccsc3n2Cc2cccc(F)c2)CC1C (stereo not given)	-11	nt	-8
CCOc1ccc(S(=O)(=O)NCc2ccco2)cc1C(C)(C)C	-2	6	nt
N#CCSc1nnc(-c2ccc3c(c2)OCO3)o1	-4	-1	nt
CN(C1CCCCC1)S(=O)(=O)N1CCCC(c2nc(-c3cccc(F)c3)no2)C1 (stereo not given)	-7	7	nt
N#Cc1cccc(C(=O)NCc2cccnc2OC2CCCC2)c1	-16	-3	nt
CCc1ccccc1NC(=O)N1CCSC1c1cccc(Oc2ccccc2)c1 (stereo not given)	-6	-2	-4
COCCOc1nc(-c2cccc(OC)c2)n(-c2ccc(NC(=O)c3ccc([N+](=O)[O-])cc3)cc2)n1	-5	0	-8
O=c1nc(/C=C/c2ccc(O)cc2)cc(C(F)(F)F)[nH]1	-7	14	5
CCCCc1nn(-c2ccccc2)[n+](-c2ccccc2)n1	-6	2	-8
Cc1ncnc(N2CCN(C(=O)C3CC4(CCNCC4)CN3)CC2)c1C (stereo not given)	-3	17	nt
O=S(=O)(c1ccc(Cl)cc1)N1CCCN(c2nc3ccccc3nc2-c2ccccc2)CC1	0	10	-3
CCOC(=O)c1nn(-c2ccc(C)cc2)c(=O)cc1OS(=O)(=O)c1cc(C)c(C)cc1C	-9	-5	-4
Cc1cccc(-c2cccc(NC(=O)C3CCCN(C(=O)c4ccoc4)C3)c2)c1 (stereo not given)	-8	9	-11
Cc1c(C)n2c3c(=O)n(C)c(=O)n(C)c3nc2n1-c1cccc(Cl)c1	-5	6	-7
Cc1c(-c2ccccc2)[nH]c2c(CNc3nccc(N)n3)cc(Cl)cc12	-8	0	nt
Cc1cc(C)c(NC(=O)c2ccc(C)c(F)c2)c(C)n1	-7	2	nt
COc1ccc(OC)c(NC(=O)CC(=O)N2CC[C@@H](O)C2)c1	-5	1	nt
COc1cccc(-n2c(-c3ccc(Cl)cc3)cc(C(=O)N3CCN(c4cccc(C(F)(F)F)c4)CC3)c2C)c1	-7	1	-4
Cc1cc(=O)c(C(=O)N2CCCC(N(C)Cc3ccccc3)C2)c[nH]1 (stereo not given)	-6	6	nt
N=C(N)n1cccn1	-2	-14	nt
COc1ccc(N2C(=O)/C(=C\c3ccc[nH]3)N(C)C2=S)c([N+](=O)[O-])c1	-4	46*	-8
CCCCN(C)C(=O)c1sc(=O)n(Cc2c(C)noc2C)c1C	3	-9	nt
CCCc1c(C)nn(-c2ccc(C(=O)Nc3ccc(C)cc3)cc2)c1C	-4	-7	-3
COC(=O)c1c(S(=O)(=O)NCc2ccc(Cl)cc2)sc2c1CCN(C(=O)C(C)C)C2	-8	4	-12
CCOC1CCCN(C(=O)Nc2ccc(C)cc2)C1 (stereo not given)	-4	-2	-5
COc1cccc(Cn2c(C3CCCCC3)n[nH]c2=O)c1	-7	1	nt
CC(C)Oc1ncc(C(=O)Nc2c[nH]ccc2=O)cc1Cl	-12	6	nt
Cc1ccc(/C(=C\CN2CCCC2)c2ccccn2)cc1	-1&0&-3&-6	-4&0&-3	-5&-3
Cn1c(=O)c2cc(C(=O)NC(C)(C)C)n(Cc3ccccc3)c2n(C)c1=O	-5	-3	-6
CSc1nnc2n(-c3ccc(C)cc3)c(=O)c3c4c(sc3n12)CCCC4	-8	-2	nt
CC(C)CNc1ccc2c(n1)C(=O)N([C@H](C)C(=O)NCC1CCOCC1)C2	-16	10	nt
C(=C\CSc1ncn[nH]1)/CSc1ncn[nH]1	-3	12	nt
O=C1CC(c2ccccc2)CC2=Nc3ccccc3NC(c3ccc(Cl)cc3)C12 (stereo not given)	0	-2	nt
Cc1c(C)c(C)c(C(=O)OCC(N)=O)c(C)c1C	-5	11	nt
O=S(=O)(Nc1cc(Cl)ccc1O)c1cc(Br)ccc1Br	1	-6	nt
Cc1ncc(/C=C/C(=O)NC(C)(C)C(=O)Nc2ccccc2)s1	-13	-6	nt
CC(C)c1ccc(NC2CCCN(C(=O)c3cnsn3)C2)cc1 (stereo not given)	-4	-5	nt
Cc1ccc(C)c(OCC(=O)NCCc2nc(-c3ccccn3)no2)c1C	-5	7	-11
COc1cc2c(cc1O)C(c1ccc(-n3cncn3)cc1)CC(=O)N2 (stereo not given)	-9	10	nt
CN(Cc1cccc2cnccc12)C(=O)c1cn(C2CCCCC2)nn1	-4	2	nt
N#CCc1ccc(NC(C(=O)NC2CC2)c2ccc(F)cc2)cc1 (stereo not given)	-5	4	nt
CCOC(=O)C1CCCN(C(=O)Cc2cc(-c3cc4ccccc4o3)on2)C1 (stereo not given)	7	3	0
COc1ccc(NC(=O)N2CC(=O)N3CCc4c(F)cccc4C3C2)c(C)c1 (stereo not given)	-7	19	-6
c1ccc(CN2CN(CCN3CCOCC3)Cn3c2nc2ccccc23)cc1	-6	0	nt
O=c1n(Cc2ccon2)c2ccccc2n1Cc1ccon1	-14	5	nt
COc1ccc(C2CCCN2C(=O)CCN=C2NS(=O)(=O)c3ccccc32)cc1 (stereo not given)	-11	1	-19
CNC(=O)CN(C(=O)c1ccco1)[C@@H]1C[C@@H]2CO[C@H](c3ccccc3)C[C@@H]2C1	-2	28	-8
Cc1cccc(NC(=O)c2ccc(C)c(S(=O)(=O)Nc3cccc(C)c3)c2)c1	11	-22	4
CC(CNC(=O)C(=O)Nc1ccc2c(c1)CCC2)N1CCN(C)CC1 (stereo not given)	-7	15	-17
Cc1n[nH]c(=O)c2c(NC(=O)COC(=O)c3ncc(Cl)c(Cl)c3Cl)oc(C)c12	-3	6	nt
O=C(c1ccc(O)cc1)C1CCN(C(=O)c2ccccc2-n2cccn2)CC1	0	0	nt
CC(C)(C)c1ccc(-c2nnc(SCC(N)=O)o2)cc1	-9	-1	nt
Cc1nnc(SCCCNC(=O)C2CCC(=O)N(CCN3CCOCC3)C2)s1 (stereo not given)	8	6	nt
CC1=NN(c2ccccc2)C(=O)C1=Cc1c(O)n(-c2cc(C)cc(C)c2)c(=O)[nH]c1=O	3	-16	0
O=[N+]([O-])c1ccccc1C1c2cccn2CCCN1Cc1ccco1 (stereo not given)	-8	19	-5

Additional entries:
SMILES	hcGAS inh	NPYLR7 ag	mcGAS inh
Cc1cccc(NC(=O)NCc2ccc(CN3CCOCC3)cc2)c1	-8	-1	nt
CC1(C(=O)NS(=O)(=O)c2ccc(C#N)cc2)CCN1C(=O)CC1CCCC1 (stereo not given)	-5	-1	-5
CC(=O)Nc1ccc(S(=O)(=O)NC2CCc3ccc(F)cc32)cc1 (stereo not given)	-7	8	nt
CCOc1ccccc1Nc1cc(C(=O)OC)nc2c(OC)cccc12	-2	6	-1
CCN1CCCC1CNC(=O)c1cc(Cl)ccc1OC1CCN(C2CCCC2)CC1 (stereo not given)	-8	-4	-9
C=CCN1C(=O)NC(c2cccc(Cl)c2)C2=C1CN(CC(=O)N1CCN(Cc3ccc4c(c3)OCO4)CC1)C2=O (stereo not given)	-7	-2	-3
COc1ccc(/C=C(\C#N)c2[nH]nc(N)c2C#N)cc1Br	-3	-2	nt
O=C(c1cc(C(F)(F)F)cc(C(F)(F)F)c1)N1CCC(c2ccccc2)CC1	-2	-2	nt
CCCN1C(=O)C(CCC(=O)N2CCC(Cc3ccccc3)C2CC(C)C)NC(=O)c2ccccc21 (stereo not given)	-11	0	nt
CCOC(=O)N1CCN(Cc2nc(N(C)Cc3ccc(OC)c(OC)c3)c3ccccc3n2)CC1	-7	18	-9
Cc1cc(C)c2c(C)c(C(=O)NCC(C)(C)NS(C)(=O)=O)sc2n1	-5	0	nt
Cc1ccc(Oc2cnn(C)c(=O)c2Nc2ccc(C(=O)NCC3CCCO3)cc2)c(C)c1 (stereo not given)	-10	-1	-8
CCc1ccc(S(=O)(=O)N2CCN(Cc3nnnn3-c3ccc(C)cc3)CC2)s1	-7	-2	-7
CC(=O)Oc1c(-c2ccc(NC(=O)c3ccco3)cc2)c(C2CC2)nn1-c1cccc(F)c1	-2	-3	10
CCN(C(=O)CSc1nnc(Cc2cccs2)n1C1CC1)C1CCCCC1	-6	8	nt
CCOC(=O)c1c(NC(=O)CCCCC(=O)OC)sc2c1Cc1ccccc1-2	-10	15	-3
COC(=O)c1ccc(CNC(=O)C2CCC(=O)N(Cc3ccccn3)C2)cc1 (stereo not given)	-11&4	7&4	nt
O=C(CNC(=O)/C=C/c1ccco1)N=Nc1c(O)[nH]c2ccc([N+](=O)[O-])cc12	0	-1	-1
CC(C)NC(=O)COC(=O)c1cc2c(cc1Cl)N1CCCCCC1=NS2(=O)=O	-4	2	2
O=C(c1ccc2c(c1)C(=O)N(C1CC1)C2=O)N(Cc1ccccc1)C1CC1	-8	-1	nt

Fetched by structure from the entries so far, three records:
SMILES	hcGAS inh	NPYLR7 ag	mcGAS inh
CCCCn1c(CN(C)Cc2ccc3nsnc3c2)cnc1S(=O)(=O)CC	-7	-2	nt
CC(=O)Oc1c(-c2ccc(NC(=O)c3ccco3)cc2)c(C2CC2)nn1-c1cccc(F)c1	-2	-3	10
COc1ccc(C2CCCN2C(=O)CCN=C2NS(=O)(=O)c3ccccc32)cc1 (stereo not given)	-11	1	-19

Returning to the listing, starting two compounds before the break.
SMILES	hcGAS inh	NPYLR7 ag	mcGAS inh
CC(C)NC(=O)COC(=O)c1cc2c(cc1Cl)N1CCCCCC1=NS2(=O)=O	-4	2	2
O=C(c1ccc2c(c1)C(=O)N(C1CC1)C2=O)N(Cc1ccccc1)C1CC1	-8	-1	nt
CCCN1CCC(Nc2cc(C)nc3ccccc23)CC1	-7	-2	nt
OCCN(Cc1ccsc1)C1C=CCCC1 (stereo not given)	2	16	nt
Nc1nsc(N2CCN(C(=O)c3ccc(Br)cc3O)CC2)n1	-5	-1	nt
Cc1cccc(OCc2nc(CNC(C)C)cs2)c1	0	29	nt
COC(=O)c1cc2n(n1)CCN(C(=O)c1cc3cc(OC)ccc3[nH]1)C2	-6	-4	-12
CC(C)c1cc(-c2nc(C3(c4ccc(F)cc4)CCOC3)no2)nc(N)n1 (stereo not given)	-4	-7	-12
O=C(Nc1cccc(C2SCC(=O)N2c2ccccc2F)c1)Nc1ccc(Cl)cc1Cl (stereo not given)	1	4	-3
O=C(Nc1c2c(nn1-c1ccc([N+](=O)[O-])cc1)CSC2)C1CCCC1	-4	-2	nt
Cc1cc(C)c(NC(=O)Cn2ccccc2=O)c(Cl)c1	-11	1	nt
COCCNC(=O)c1c(N)n(/N=C\c2ccc(C(=O)OC)cc2)c2nc3ccccc3nc12	2	-5	1
CCCc1nc(N2CCN(C(=O)Nc3cccc(C#N)c3)CC2)c2c(-c3ccccc3)noc2n1	-8	18	-7
Cc1nc2ccc(F)cc2n1C1CCN(C(=O)C(F)F)CC1	5	6	3
O=[N+]([O-])c1cc(C(F)(F)F)cc([N+](=O)[O-])c1C1=C(N2CCOCC2)CCC1	-13	18	-3
O=C(CC(c1ccccc1)c1cn(Cc2ccccc2)c2ccc([N+](=O)[O-])cc12)NCCN1CCCCC1 (stereo not given)	-11	nt	-9
Cc1ccc(OCC(=O)N=Nc2c(O)[nH]c3ccc(F)cc23)cc1	2	-4	0
CC(C)c1cc(C(=O)N(C)Cc2n[nH]c3c2CCCCC3)nc2ncnn12	0	-1	nt
CC1CCCN(S(=O)(=O)c2ccc(Cl)s2)C1 (stereo not given)	-7	3	nt
O=c1cc(C2CCCN(Cc3cc4n(n3)CCCNC4)C2)nc[nH]1 (stereo not given)	-10	0	nt
Cn1c(=O)n(C)c2cc(Cn3cc(C4CC=CCC4)nn3)ccc21 (stereo not given)	-7	3	nt
Cc1cnccc1NCCn1ccnc1-c1ccc(CO)o1	-2	-4	1
Cc1ccc(NC(=O)CSCCC(=O)Nc2cc(C)ccc2C)cc1	-2	-1	nt
Cc1nc2scc(C)n2c(=O)c1NC(=O)C(c1ccccc1)c1ccccc1	-12	9	-8
CCn1nc2c(cc1=O)CN(Cc1nc(CCOC)no1)CC2	-9	2	nt
CC(CNC(=O)c1cccc2[nH]ncc12)CC1(C)OCCO1 (stereo not given)	-12	2	nt
CCSc1ccc(-c2cccc([N+](=O)[O-])c2)nn1	-1	-2	-1
Cc1nn(C)c(Cl)c1CN1CCN(c2nsc3ccccc23)CC1	-7	-1	nt
COc1ccc(OCC(O)CN2c3ccccc3CC2C)cc1 (stereo not given)	-7	6	nt
COc1ccccc1NC(=O)CCN1C(=O)c2ccccc2C1=O	-2	-6	-6
C#CCNC(=O)C(Cc1ccccc1)N1CC2=C(C1=O)C(c1ccccc1C(F)(F)F)NC(=O)N2CC=C (stereo not given)	-1	-2	-1
O=C(CCSc1ccccc1)N(CCn1cccn1)c1nc2c(F)cccc2s1	1	-15	-6

Bioassay records from PubChem BioAssay.
